MC4R barr agon – agonists of human melanocortin 4 receptor (MC4R) beta-arrestin; P32245; U2OS MC4R beta-arrestin complementation, luminescence; percent of melanotan II response, DMSO zero; activation, % at 8.9 µM; 360,000 compounds, 0.98% hits; AID 540308;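 active means activation above a per-plate cutoff, the mean activation of sample wells on that plate plus 3 SD, cut at about 8% in these data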
Cardio protect – myocardial damage modulation in H9c2 cells; H9c2 cardiomyocytes, H2O2 injury protection, ATPLite, 2 h; protection from H2O2 cell death, % at 20 µM; AID 588492; 360,000 compounds, 0.63% hits;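 active means compounds giving at least 50% protection of heart cells from peroxide-induced death in the single-dose screen, raw or plate-pattern-corrected value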;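 further: 0% = DMSO wells with peroxide and 100% = DMSO wells without peroxide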
ABCB6 inh MLPCN – blocks the human ABCB6 transporter; K562-ABCB6 porphyrin accumulation, flow cytometry, 1 h; hits give low values; fluorescence ratio to DMSO, % at 10 µM; 360,000 compounds, 0.19% hits; AID 602162;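 active means fluorescence ratio to DMSO below 75%, the collection mean minus 3 SD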;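 further: signal is porphyrin accumulated inside mitochondria; 100% equals median channel fluorescence of DMSO control wells; lower ratio means ABCB6 inhibition with less porphyrin fluorescence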
Glyco luc inh – blocks N-linked glycosylation in D54 reporter cells; reporter increase, % at 12.5 µM; 360,000 compounds, 0.23% hits; AID 588692; D54 ERlucT glycosylation luciferase reporter, 24 h; percent of 100 nM tunicamycin response;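 active means mean luciferase reporter signal, scaled so untreated is 0 and the glycosylation-blocking control 100, at or above a set limit in every replicate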;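 further: luciferase carries N-glycosylation sites so blocking glycosylation raises the light; 0% = median of neutral control wells and 100% = median of 100 nM tunicamycin wells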
CaV13 FRET inh – Primary screen for inhibitors of IQ motif and Ca2+-dependent inactivation inhibitor domain binding in CACNA1D, Förster resonance energy transfer in living cells, … | 340,000 compounds, 0.098% hits | inhibition, % at 12.3 µM | HEK cells, CFP/YFP FRET ICDI-IQ, plate reader, 10 min; percent FRET-ratio fall versus neutral wells;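 active means mean replicate inhibition of at least 30% and at least 1% of replicates passing that level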;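 further: 0% = median of the neutral control wells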
m5-HT2A agonist – agonists of mouse serotonin 5-HT2A receptor (HTR2A); P35363; CHO-K1 mHTR2A beta-arrestin complementation, luminescence; percent of 30 µM serotonin response; activation, % at 7.6 µM; 360,000 compounds, 0.66% hits; AID 624169;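 active means activation above a run cutoff, the mean activation of all tested compounds plus 3 SD, cut at about 14% in these data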;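 further: 0% = plate median of compound wells and 100% = 30 µM serotonin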
Target sequence (P35363 whole entry, looked up): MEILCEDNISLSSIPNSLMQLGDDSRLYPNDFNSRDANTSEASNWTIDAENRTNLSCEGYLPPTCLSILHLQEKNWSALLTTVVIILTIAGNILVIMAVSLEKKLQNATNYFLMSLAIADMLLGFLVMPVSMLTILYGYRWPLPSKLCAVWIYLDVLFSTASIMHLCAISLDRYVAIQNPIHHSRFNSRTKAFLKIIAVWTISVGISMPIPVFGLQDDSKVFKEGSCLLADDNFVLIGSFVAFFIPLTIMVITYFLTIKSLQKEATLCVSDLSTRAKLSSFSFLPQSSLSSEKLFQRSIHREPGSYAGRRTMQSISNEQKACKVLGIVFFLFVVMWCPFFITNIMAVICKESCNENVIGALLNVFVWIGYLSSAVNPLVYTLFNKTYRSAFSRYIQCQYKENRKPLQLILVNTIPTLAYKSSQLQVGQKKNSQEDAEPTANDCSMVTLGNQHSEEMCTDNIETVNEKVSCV
aDG glyco act – increases alpha dystroglycan glycosylation | Pro5-aDG cells, alpha-DG glycosylation AlphaScreen (IIH6); 0% Pro5, 100% B10-LARGE cell signal | activation, % at 10 µM | 360,000 compounds, 0.22% hits | AID 624168;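 active means activation of at least 8% versus controls, or a plate z-score of at least 8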;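 further: Pro5 are CHO cells carrying HIG-tagged alpha-DG that lacks glycosylation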
MC4R antagonist – human MC4R antagonism in cAMP assay | AID 540295 | 360,000 compounds, 0.48% hits | inhibition, % at 6.5 µM | MC4R-expressing cells, MTII-stimulated cAMP, LANCE TR-FRET | P32245;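 active means inhibition above its plate's cutoff, the mean of tested wells on that plate plus 3 SD, cut at about 29% in these data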;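 further: 0% = Melanotan II alone and 100% = Melanotan II plus saturating MCL0020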
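Material – human MC4R-expressing U2OS cells · Repeats – no replicates · Detection – TR-FRET with Eu-cAMP and labeled anti-cAMP, 671 nm · Times – compound 30 min, challenge 1 h, detection 1 h · Compound – single nominal compound dose of 6.5 µM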
Vif inh – blocks HIV Vif function. 340,000 compounds, 0.35% hits. HEK293T cells, Vif self-association by quenched fluorescence, imaging, 24 h. inhibition, % at 7.49 µM. AID 602346; in the data active means inhibition above about 50%, passing the limit was not always enough; further: some results filed as inactive read as strong as hits
PDI turbidity – inhibitors of human protein disulfide isomerase. inhibition, % at 10 µM. AID 588391. 350,000 compounds, 0.052% hits. PDI insulin aggregation turbidity, A650, 90 min;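 active means mean inhibition across replicates of 30% or more, whatever share of single replicates reach that level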;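 further: absorbance from insulin aggregation driven by PDI reduction with DTT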
Target sequence (P07237 whole entry, looked up): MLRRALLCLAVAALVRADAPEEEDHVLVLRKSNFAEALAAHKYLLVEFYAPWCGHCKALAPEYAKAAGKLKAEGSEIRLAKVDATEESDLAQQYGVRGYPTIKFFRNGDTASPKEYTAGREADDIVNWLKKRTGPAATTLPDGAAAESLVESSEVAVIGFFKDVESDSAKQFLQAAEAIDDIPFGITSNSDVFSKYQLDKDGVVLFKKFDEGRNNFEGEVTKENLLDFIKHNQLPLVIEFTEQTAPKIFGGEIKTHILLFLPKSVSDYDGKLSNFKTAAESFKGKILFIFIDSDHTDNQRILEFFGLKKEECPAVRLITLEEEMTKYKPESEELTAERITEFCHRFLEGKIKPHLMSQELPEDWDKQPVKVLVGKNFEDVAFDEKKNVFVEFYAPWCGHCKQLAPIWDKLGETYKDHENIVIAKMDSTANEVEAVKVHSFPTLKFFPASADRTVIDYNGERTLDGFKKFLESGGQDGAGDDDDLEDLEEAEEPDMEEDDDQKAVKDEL
Numbers without * were called inactive. Random draw from the library, and some 3.6% of all compounds hit somewhere here.

CC(=O)N1Cc2ccccc2CC1C(=O)NCc1ccccc1F (configuration not stated) was read as MC4R barr agon -0.8, Cardio protect -2, ABCB6 inh MLPCN 95, Glyco luc inh 2, CaV13 FRET inh -4, m5-HT2A agonist 16*, aDG glyco act 0.0, MC4R antagonist 7, Vif inh 0 and PDI turbidity 3.
`O=C(CCCNC(=O)c1ccc(Cl)cc1)Nc1nccs1` gave MC4R barr agon -2.8, Cardio protect 2, ABCB6 inh MLPCN 95, Glyco luc inh 1, CaV13 FRET inh -6, m5-HT2A agonist -9, aDG glyco act -0.3, MC4R antagonist 7, Vif inh -2 and PDI turbidity 17.
For CCC(=O)N1CCc2cc(Br)cc(S(=O)(=O)N3CCCC(C(=O)NC(C)(C)C)C3)c21 (configuration not stated) the results were MC4R barr agon 1.3, Cardio protect 3, ABCB6 inh MLPCN 99, Glyco luc inh -3, CaV13 FRET inh -7, m5-HT2A agonist -2, aDG glyco act -0.1, MC4R antagonist 17, Vif inh 3 and PDI turbidity 3.
`CC(Sc1nnnn1-c1ccc(O)cc1)C(=O)NNC(=O)c1ccc(F)cc1` (configuration not stated) gave MC4R barr agon -0.4, Cardio protect -15, ABCB6 inh MLPCN 99, Glyco luc inh -1, CaV13 FRET inh -17, m5-HT2A agonist -6, aDG glyco act -0.4, MC4R antagonist 7, Vif inh -6 and PDI turbidity 13.
`CCOC(=O)[C@H]1[C@H]2COc3ccc(OC)cc3[C@@H]2N2C(=O)[C@H](C)NC(=O)[C@@]12C` gave MC4R barr agon 0.2, Cardio protect 3, ABCB6 inh MLPCN 96, Glyco luc inh 2, CaV13 FRET inh -10, m5-HT2A agonist 20*, aDG glyco act -0.3, MC4R antagonist 1, Vif inh -8 and PDI turbidity -6.
Screening COc1ccc(OC)c(S(=O)(=O)Nc2ccc3[nH]c(=O)[nH]c3c2)c1 returned MC4R barr agon -0.7, Cardio protect 5, ABCB6 inh MLPCN 95, Glyco luc inh 3, CaV13 FRET inh -2, m5-HT2A agonist 5, aDG glyco act -0.1, MC4R antagonist 14, Vif inh -7 and PDI turbidity 3.
Screening CCOC(=O)C1(Cc2cccc(F)c2)CCN(CC(O)CO)CC1 (configuration not stated) returned MC4R barr agon 0.2, Cardio protect 2, ABCB6 inh MLPCN 99, Glyco luc inh 0, CaV13 FRET inh -1, m5-HT2A agonist 4, aDG glyco act -0.1, MC4R antagonist 20, Vif inh 10 and PDI turbidity -4.
O=S(=O)(CCSc1ccc(C(F)(F)F)cn1)c1ccc(Cl)cc1 was read as MC4R barr agon 0.2, Cardio protect -1, ABCB6 inh MLPCN 96, Glyco luc inh -2, CaV13 FRET inh -5, m5-HT2A agonist -5, aDG glyco act 0.4, MC4R antagonist -2, Vif inh -2 and PDI turbidity 2.
Screening CC(C)(C)NC(=O)COC(=O)c1ccccc1C(=O)c1ccccc1 returned MC4R barr agon -1.2, Cardio protect 1, ABCB6 inh MLPCN 96, Glyco luc inh -1, CaV13 FRET inh -4, m5-HT2A agonist -4, aDG glyco act -0.3, MC4R antagonist 4, Vif inh 0 and PDI turbidity 2.
For CCc1ccc(C2CC(c3ccc(Cl)cc3)n3nc(N)nc3N2)cc1 (configuration not stated) the results were MC4R barr agon 4.8, Cardio protect -17, ABCB6 inh MLPCN 98, Glyco luc inh 1, CaV13 FRET inh -11, m5-HT2A agonist -2, aDG glyco act -0.2, MC4R antagonist -2 and Vif inh -1.
CCOC(=O)Cc1csc(NC(=O)C(NC(=O)C2CCCCC2)C(C)C)n1 (configuration not stated) was read as MC4R barr agon -0.3, Cardio protect 3, ABCB6 inh MLPCN 91, Glyco luc inh -3, CaV13 FRET inh 3, m5-HT2A agonist -5, aDG glyco act 0.2, MC4R antagonist 24, Vif inh 0 and PDI turbidity -1.
`CCN(CC(=O)Nc1ccccc1C(F)(F)F)C(=O)c1oc2c(Cl)cccc2c1C` gave MC4R barr agon -1.2, Cardio protect 0, ABCB6 inh MLPCN 94, Glyco luc inh 1, CaV13 FRET inh -5, m5-HT2A agonist -2, aDG glyco act 0.0, MC4R antagonist 3, Vif inh 7 and PDI turbidity -1.
For O=C(Nc1nnc(SCc2ccc(F)cc2)s1)C1CC(=O)N(c2ccc3c(c2)OCCO3)C1 (configuration not stated) the results were MC4R barr agon 1.4, Cardio protect -3, ABCB6 inh MLPCN 86, Glyco luc inh 2, CaV13 FRET inh -4, m5-HT2A agonist -2, aDG glyco act -0.1, MC4R antagonist 0, Vif inh 13 and PDI turbidity -3.
Screening CCC(C(=O)Nc1cc(C)nn1-c1nc(C)cc(C)n1)c1ccccc1 (configuration not stated) returned MC4R barr agon -1.9, Cardio protect -1, ABCB6 inh MLPCN 88, Glyco luc inh -4, CaV13 FRET inh -4, m5-HT2A agonist -4, aDG glyco act 0.7, MC4R antagonist 10, Vif inh 7 and PDI turbidity 11.
Screening CCn1c(SCC(=O)Nc2ccc3c(c2)OCCO3)nnc1-c1ccncc1 returned MC4R barr agon -1.9, Cardio protect 5, ABCB6 inh MLPCN 100, Glyco luc inh -2, CaV13 FRET inh -7, m5-HT2A agonist -6, aDG glyco act 0.1, MC4R antagonist 0, Vif inh -6 and PDI turbidity -8.
For COc1cc(C(=O)NCC(=O)OCC(=O)Nc2ncc(Cl)cc2Cl)cc(OC)c1OC the results were MC4R barr agon -0.2, Cardio protect 6, ABCB6 inh MLPCN 102, Glyco luc inh 1, CaV13 FRET inh -6, m5-HT2A agonist -5, aDG glyco act -0.2, MC4R antagonist 1, Vif inh 4 and PDI turbidity -1.
O=c1cc(-c2ccccc2)oc2ccc3ccccc3c12 was read as MC4R barr agon 10.0*, Cardio protect -22, ABCB6 inh MLPCN 98, Glyco luc inh -20, CaV13 FRET inh -8, m5-HT2A agonist -6, aDG glyco act 0.0, MC4R antagonist 3, Vif inh 1 and PDI turbidity -58.
`O=C1CCN(C2CCN(Cc3nc(Cc4ccccc4F)no3)CC2)CCN1` gave MC4R barr agon -0.3, Cardio protect 4, ABCB6 inh MLPCN 102, Glyco luc inh 1, CaV13 FRET inh -3, m5-HT2A agonist -4, aDG glyco act 0.0, MC4R antagonist -1, Vif inh 4 and PDI turbidity -2.
`COc1ccc(C(=O)Nc2cccc(-c3cc4ccccc4oc3=O)c2)cc1[N+](=O)[O-]` gave MC4R barr agon 13*, Cardio protect -8, ABCB6 inh MLPCN 97, Glyco luc inh -1, CaV13 FRET inh -5, m5-HT2A agonist -2, aDG glyco act 0.3, MC4R antagonist -1, Vif inh -3 and PDI turbidity 6.
`O=C(COC(=O)c1cccc2ccccc12)Nc1ncc(C(F)(F)F)cc1Cl` gave MC4R barr agon 8.7*, Cardio protect 0, ABCB6 inh MLPCN 100, Glyco luc inh 1, CaV13 FRET inh -6, m5-HT2A agonist 6, aDG glyco act 0.1, MC4R antagonist -3, Vif inh -9 and PDI turbidity 0.
For Cc1nn(-c2ccccc2)c2nc(C(F)(F)F)[nH]c(=O)c12 the results were MC4R barr agon -1.1, Cardio protect -8, ABCB6 inh MLPCN 108, Glyco luc inh 1, CaV13 FRET inh -7, m5-HT2A agonist 6, aDG glyco act -0.5, MC4R antagonist 16, Vif inh -2 and PDI turbidity -1.
CCN(CC)CCCn1c(=S)[nH]c2ccccc2c1=O was read as MC4R barr agon -0.7, Cardio protect 0, ABCB6 inh MLPCN 98, Glyco luc inh -1, m5-HT2A agonist 1, aDG glyco act 0.6, MC4R antagonist -1, Vif inh 8 and PDI turbidity -5.
Screening COc1ccc(C(CNC(=O)C(Cc2ccccc2)NC(N)=O)N(C)C)cc1 (configuration not stated) returned MC4R barr agon -0.1, Cardio protect 2, ABCB6 inh MLPCN 89, Glyco luc inh 0, CaV13 FRET inh -19, m5-HT2A agonist 4, aDG glyco act 0.0, MC4R antagonist -1, Vif inh -4 and PDI turbidity 16.
CCN1CCN(C(CNS(=O)(=O)c2ccc(C)cc2)c2cccnc2)CC1 (configuration not stated) was read as MC4R barr agon 1.7, Cardio protect -2, ABCB6 inh MLPCN 102, Glyco luc inh 1, CaV13 FRET inh -5, m5-HT2A agonist 0, aDG glyco act -0.2, MC4R antagonist 3, Vif inh 53* and PDI turbidity -3.
For COc1cccc(C(=O)Nc2nc3ccccc3[nH]2)c1 the results were MC4R barr agon -1.6, Cardio protect -27, ABCB6 inh MLPCN 92, Glyco luc inh -18, CaV13 FRET inh -4, m5-HT2A agonist -4, aDG glyco act -0.1, MC4R antagonist -3, Vif inh 2 and PDI turbidity -1.
`CN1CCN(c2ccc(S(=O)(=O)N3CCOCC3)cc2NC(=O)CSCc2ccccc2)CC1` gave MC4R barr agon -0.9, Cardio protect -2, ABCB6 inh MLPCN 92, Glyco luc inh 0, CaV13 FRET inh -5, m5-HT2A agonist -3, aDG glyco act 0.0, MC4R antagonist -1, Vif inh 0 and PDI turbidity 8.
For C#CCNC(=O)/C=C/c1ccc(OC)cc1 the results were MC4R barr agon -1.1, Cardio protect -10, ABCB6 inh MLPCN 101, Glyco luc inh -3, CaV13 FRET inh -6, m5-HT2A agonist 3, aDG glyco act -0.1, MC4R antagonist 0 and PDI turbidity -1.
O=C(O)c1ccccc1-n1c2ccccc2c2ccccc21 was read as MC4R barr agon 1.5, Cardio protect -2, ABCB6 inh MLPCN 98, Glyco luc inh 2, CaV13 FRET inh -10, m5-HT2A agonist 4, aDG glyco act 0.0, MC4R antagonist 16, Vif inh -4 and PDI turbidity 0.
For O=C(N/N=C/c1cccc([N+](=O)[O-])c1O)C(O)(c1ccccc1)c1ccccc1 the results were MC4R barr agon -1.7, Cardio protect 63*, ABCB6 inh MLPCN 100, Glyco luc inh 1, CaV13 FRET inh -20, m5-HT2A agonist -18, aDG glyco act -0.1, MC4R antagonist -2, Vif inh -6 and PDI turbidity 3.
O=C(NCC(c1cccs1)N1CCOCC1)C1CCN(S(=O)(=O)c2cc(Cl)ccc2Cl)CC1 (configuration not stated) was read as MC4R barr agon -1.6, Cardio protect 1, ABCB6 inh MLPCN 108, Glyco luc inh 0, CaV13 FRET inh -2, m5-HT2A agonist 2, aDG glyco act -0.3, MC4R antagonist 2, Vif inh -5 and PDI turbidity -2.
For C[C@H]1CN([C@@H](C)CO)S(=O)(=O)c2ccc(Br)cc2O[C@H]1CN(C)C(=O)CCN1CCCCC1 the results were MC4R barr agon -0.5, Cardio protect 8, ABCB6 inh MLPCN 105, Glyco luc inh -2, CaV13 FRET inh -2, m5-HT2A agonist -3, aDG glyco act -0.1, MC4R antagonist 8, Vif inh -10 and PDI turbidity 1.
`COc1ccc(C(=O)NC(C(=O)N2CCN(c3ccccc3O)CC2)C(C)C)cc1` (configuration not stated) gave MC4R barr agon -1.1, Cardio protect 7, ABCB6 inh MLPCN 101, Glyco luc inh 2, CaV13 FRET inh -4, m5-HT2A agonist 1, aDG glyco act -0.1, MC4R antagonist 4, Vif inh 23 and PDI turbidity 9.

Source: PubChem
